Bioassay records from PubChem BioAssay.
V1R ag counter – agonists of human V1a receptor, primary screen, counter-screen for OXTR agonist project, fluorescence, CHO-V1R cells. Vasopressin V1a receptor (Homo sapiens), P37288. Fluo-8 calcium fluorescence, agonist mode; 0% DMSO, 100% 3 nM vasopressin. activation, % at 3 µM. 0.25% of 320,000 active. AID 2797, 2010;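 active = activation above the mean activation of all tested compounds plus 3 SD, per screening run, cut at about 20% in these data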;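 note: signal is peak over basal fluorescence ratio across a 100 second FLIPR read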
M1 PAM parental – nonselective calcium activators in parental CHO-K1 cells, primary screen, counter-screen for M1 PAM project, cell-based, Fluo-8 calcium fluorescence, full deck, 1536-well; ATP EC20; 0% at ATP EC20, 100% at ATP max; activation, % at 3 µM; AID 602247, 2012; 0.02% of 360,000 active;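 active = activation above the run cutoff, the mean activation of all test compounds plus 3 SD, cut at about 40% in these data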;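 note: peak over basal fluorescence ratio in a 140 s read after ATP addition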
OXTR potentiator – human OXTR potentiators, primary screen, fluorescence, CHO-OTR cells, Fluo-8 calcium | Fluo-8 calcium fluorescence, potentiator mode; 0% = oxytocin EC15, 100% = EC100 | activation, % at 3 µM | 0.061% of 320,000 active;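 active = activation above that plate's cutoff, the mean activation of tested compounds plus 3 SD, cut at about 6.6% in these data, passing the limit was not always enough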;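 note: 100% uses oxytocin at 75 nM as the full agonist control; some results filed as inactive read as strong as hits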
Target sequence (P30559 whole entry, looked up): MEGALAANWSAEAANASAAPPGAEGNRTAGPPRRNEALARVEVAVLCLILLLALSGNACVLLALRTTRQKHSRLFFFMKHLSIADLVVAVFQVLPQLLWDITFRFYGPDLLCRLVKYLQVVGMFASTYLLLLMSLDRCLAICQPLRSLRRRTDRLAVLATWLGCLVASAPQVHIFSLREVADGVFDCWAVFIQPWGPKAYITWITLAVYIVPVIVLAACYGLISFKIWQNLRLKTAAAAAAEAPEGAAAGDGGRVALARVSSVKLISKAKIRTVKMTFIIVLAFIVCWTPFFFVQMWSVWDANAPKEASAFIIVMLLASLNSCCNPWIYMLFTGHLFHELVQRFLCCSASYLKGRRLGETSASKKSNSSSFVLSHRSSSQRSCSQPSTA
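Dosing: Single dose, 3.0 µM nominal final compound concentration | Material: Human OTR in CHO cells | Technique: Kinetic Fluo-8 calcium fluorescence | Benchmarks: EC15 oxytocin alone as 0%, 75 nM oxytocin as 100% | Probe or stimulus: Oxytocin at about EC15, sub-maximal agonist stimulus | Incubation: Compound 6 min at room temperature before oxytocin, 100 s read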
CHO-K1 Ca antag – M1 antagonist counterscreen hit in parental CHO-K1 cells | ATP-induced calcium, Fluo-8 fluorescence | inhibition, % at 3 µM | AID 602250 | 0.6% of 360,000 active;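 active = inhibition above a per-plate cutoff, the plate's mean sample inhibition plus 3 SD, cut at about 24% in these data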;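 note: 0% = DMSO plus EC80 ATP and 100% = DMSO alone without ATP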
OXTR agonist – human OXTR agonists, primary screen, fluorescence, CHO-OTR cells, Fluo-8 calcium | Oxytocin receptor (Homo sapiens), P30559 | Fluo-8 calcium fluorescence; normalized: DMSO 0%, oxytocin 100% | activation, % at 3 µM | 0.32% of 320,000 active | AID 2435, 2010;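 active = activation above the mean of all tested compounds plus 3 SD, cutoff set per screening run, cut at about 20% in these data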;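 note: peak over basal fluorescence ratio from a 100 s FLIPR kinetic read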
CHO-K1 Ca ag – counter-screen for M1 agonists: effect in parental CHO-K1 cells; Fluo-8 calcium fluorescence; scaled to maximal ATP response, vehicle zero; 0.48% of 360,000 active; activation, % at 3 µM; in the data active = activation above about 15%;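 note: untransfected CHO-K1 host cells lacking M1 receptor as counterscreen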
GPR7 antagonist – GPR7 receptor antagonists, primary screen, cell-based, fluorescence, single concentration | GPR7-expressing cells, fluorescence antagonist assay | AID 1861, 2009 | Neuropeptides B/W receptor type 1 (Homo sapiens), P48145 | inhibition, % at 4.4 µM | 1.1% of 290,000 active; in the data active = inhibition above about 16%, passing the limit was not always enough;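 note: cells stimulated with the agonist NPW; 0% = agonist with vehicle and 100% = vehicle without agonist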
Target sequence (P48145 whole entry, looked up): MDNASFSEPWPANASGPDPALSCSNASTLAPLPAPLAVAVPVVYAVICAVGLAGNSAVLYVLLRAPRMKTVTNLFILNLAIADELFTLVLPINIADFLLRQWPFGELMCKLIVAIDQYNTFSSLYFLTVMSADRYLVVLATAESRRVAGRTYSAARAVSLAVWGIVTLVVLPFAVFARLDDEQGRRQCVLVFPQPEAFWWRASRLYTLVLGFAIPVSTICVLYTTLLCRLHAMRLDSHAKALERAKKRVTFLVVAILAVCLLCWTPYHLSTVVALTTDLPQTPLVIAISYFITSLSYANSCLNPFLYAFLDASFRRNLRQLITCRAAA
TAAR1 antag – human TAAR1 antagonists, primary screen, Fluo-8 calcium fluorescence, CHO RD-HGA16 cells. Trace amine-associated receptor 1 (Homo sapiens), Q96RJ0. antagonist. inhibition, % at 3 µM. 1.5% of 360,000 active. AID 624466, 2012;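 active = inhibition above a per-plate cutoff, the mean inhibition of test compounds on that plate plus 3 SD, cut at about 49% in these data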;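 note: 0% = DMSO plus EC80 beta-PEA response and 100% = DMSO alone without agonist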
Target sequence (Q96RJ0 whole entry, looked up): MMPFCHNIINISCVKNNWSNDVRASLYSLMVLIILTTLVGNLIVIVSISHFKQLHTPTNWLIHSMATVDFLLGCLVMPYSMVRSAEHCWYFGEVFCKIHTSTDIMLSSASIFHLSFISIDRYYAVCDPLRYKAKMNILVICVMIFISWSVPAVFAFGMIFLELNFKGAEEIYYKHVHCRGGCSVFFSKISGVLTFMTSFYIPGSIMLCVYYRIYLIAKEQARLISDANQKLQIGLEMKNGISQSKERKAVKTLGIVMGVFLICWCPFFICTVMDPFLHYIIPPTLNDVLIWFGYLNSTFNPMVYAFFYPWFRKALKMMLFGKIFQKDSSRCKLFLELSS
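Test system – hTAAR1-expressing CHO RD-HGA16 cells, Gα16-coupled · Reagent – β-PEA at EC80 concentration, post-compound challenge · Compound dosing – 3 µM, single point · Timing – 140 s kinetic read after compound, 140 s after agonist · Detection – Fluo-8 intracellular calcium dye fluorescence, real-time kinetic reads · Control set – DMSO and EC80 PEA controls · Repeats – n of 1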
CHO parental Ca – ATP-evoked calcium signal inhibitors, parental CHO, primary screen, counter-screen for OX1R antagonist project, cell-based, fluorescence, Fluo-8 calcium dye; parental CHO-K1, ATP-induced calcium, Fluo-8 fluorescence; inhibition, % at 5.6 µM; 0.63% of 330,000 active;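 active = inhibition above that plate's mean sample inhibition plus 3 SD, cut at about 26% in these data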;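 note: 0% = ATP-challenged DMSO wells and 100% = DMSO wells without ATP; some compounds past the cut are filed as inactive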
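Material – parental CHO cells · Reagent – ATP stimulus · Compound – single nominal dose of 5.6 µM per compound · Detection – Fluo-8 fluorescence · Read-out basis – percent inhibition of calcium signal · Controls – ATP-challenged DMSO wells low, unchallenged DMSO wells high · Repeats – no replicates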
Numbers without * were called inactive; . = no result given.

SMILES	M1 PAM parental	CHO-K1 Ca antag	V1R ag counter	OXTR potentiator	TAAR1 antag	CHO-K1 Ca ag	GPR7 antagonist	OXTR agonist	CHO parental Ca
Cc1ccsc1C(=O)N1CCC1(C)C(=O)NS(=O)(=O)c1ccccc1C(F)(F)F (stereo not drawn)	10	-13	.	.	2	0.6	.	.	.
CCSc1nc(N)c(C#N)c(-c2ccccc2Cl)c1C#N	28	-14	0.1	-7	15	6.2	-5	1.8	-21
S=C(NCc1ccco1)Nc1ccc(Br)cc1Cl	9	-3	-0.6	-6	-12	7.0	-9	-1.6	-8
O=C(Nc1cccnc1)c1cccc(S(=O)(=O)Nc2ccccc2F)c1	16	3	.	.	-23	0.6	.	.	.
CCc1nc2sc3c(c2c(=O)n1NC(=O)CCl)CCCC3	8	1	-1.4	-8	-2	0.2	-11	-1.1	-6
O=C(Nc1ccccc1)Nc1nc(-c2ccc(F)cc2)cs1	12	10	5.6	-4	25	9.2	-5	3.9	-2
CCCn1c(N)c(N(CCOC)C(=O)c2cc3ccccc3cc2OC)c(=O)[nH]c1=O	-17	-7	0.5	-2	2	0.1	.	-0.8	-11
CSc1cccc(NC(=S)N(CCCN2CCCC2)Cc2cccs2)c1	26	-18	1.3	-3	-18	2.9	-1	4.2	-12
Cc1ccc(Cc2nc(-c3ccncc3)no2)cc1	16	-3	4.0	-3	-31	3.8	24*	0.8	-8
Cc1csc(=O)n1CCC(=O)OCc1nnc(-c2ccc([N+](=O)[O-])cc2)o1	-2	-1	2.9	-10	-7	2.4	.	4.9	-12
CC(C)(C)NC(=O)C(c1ccccc1)N(C(=O)C1CSC(=O)C1)c1ccccc1 (stereo not drawn)	8	-16	0.9	0	-29	5.5	-9	-2.1	-21
Cc1ccc(-c2csc3nc(C)n(-n4c(C)ccc4C)c(=O)c23)o1	18	-8	-0.9	3	29	0.6	1	-2.3	-17
Cc1cc2oc(C(=O)Nc3ccc(S(=O)(=O)Nc4onc(C)c4C)cc3)cc(=O)c2cc1Cl	-12	3	-0.8	2	4	-0.4	-2	0.1	10
Cc1c(C(=O)O)cccc1[N+](=O)[O-]	-15	7	0.9	-1	-3	-0.2	.	0.0	-8
CCCC(=O)N1c2ccccc2[C@@H](N(C(C)=O)c2ccccc2)C[C@H]1C	23	-14	0.5	-20	0	0.6	-9	-1.0	-16
Cc1ccc2c(c1)c(C)cc(=O)n2CCC(=O)O	16	2	0.8	-6	17	2.9	-6	0.0	10
O=C(Nc1ccc(-c2ccc3nncn3n2)cc1)c1ccc(Br)o1	-8	7	1.1	-3	-9	1.6	-5	0.3	-16
CC(Nc1n[nH]c(=S)[nH]c1=O)C(=O)OCc1ccccc1 (stereo not drawn)	12	17	-0.3	-10	5	0.1	16	-1.4	-6
CC(=O)Nc1cc(C(=O)N(C)Cc2ccco2)ccc1Sc1ccc(C)cc1	9	-4	2.8	-5	-6	2.0	-1	0.6	-13
O=C(NCCc1cccs1)C1CC(c2ccccc2[N+](=O)[O-])=NO1 (stereo not drawn)	-16	-9	0.2	-10	12	0.3	-5	0.4	-10
C=CCn1c(SCCN)nnc1-c1cccc(S(=O)(=O)N2CCOCC2)c1	-7	5	.	.	7	-0.2	.	.	.
CCC(C)NC(=O)c1cn(CC)c2cc(N3CCN(C(=O)c4ccco4)CC3)c(F)cc2c1=O (stereo not drawn)	14	-8	5.6	-8	12	3.7	-19	4.0	-14
Cc1ccc(C2NC(=S)NC3=C2C(=O)CCC3)cc1 (stereo not drawn)	23	-18	0.3	-5	0	1.1	-13	1.2	11
O=[N+]([O-])c1ccc(CS(=O)(=O)N2CCN(c3ccccc3)CC2)cc1	2	-16	1.1	-10	11	0.5	16	0.1	2
O=[N+]([O-])c1cc(/C=N/Nc2nc3ccccc3[nH]2)c(O)cc1O	.	.	-0.2	-4	-3	.	-11	-2.1	-13
CC(C)CC(=O)Nc1nc(=S)ss1	-1	0	0.7	-2	6	-0.6	-8	0.6	4
O=C(c1ccc(NS(=O)(=O)c2ccc3[nH]c(=O)[nH]c3c2)cc1)N1CCN(c2ccccc2O)CC1	2	-4	2.0	-12	-12	0.1	.	0.1	6
Cc1cccc(NC(=O)NCC(c2cccnc2)N2CCOCC2)c1 (stereo not drawn)	-4	-4	0.6	2	4	0.2	-2	0.1	-8
COc1ccccc1N(CC(=O)NCC(C)C)S(=O)(=O)c1cccs1	19	0	0.1	-2	6	0.6	-2	-1.3	-18
CCN(c1cccc(C)c1)S(=O)(=O)c1cc2[nH]c(=O)c(=O)[nH]c2cc1C	22	-9	.	.	15	0.6	.	.	.
Cc1cc(C)n(-c2ccc(NC(=O)C3CCCCN3C(=O)c3ccoc3)cc2)n1 (stereo not drawn)	3	-2	.	.	6	2.2	-2	.	.
CCOC(=O)[C@]12CCCC=C1N(Cc1ccc3c(c1)OCO3)C(=O)[C@H](CC(=O)N1CCOCC1)C2	23	-14	.	.	-6	0.5	.	.	.
Cc1[nH]n(-c2ccc(Cl)cc2)c(=O)c1N=Nc1cccnc1	-1	-4	-0.3	-5	-44	0.2	-14	-0.3	-6
CC(CCc1ccccc1)NC(=O)COC(=O)C12CC3CC(CC(Br)(C3)C1)C2 (stereo not drawn)	1	-3	1.2	-12	7	0.6	0	0.0	-14
COCc1c(CCl)cnc(C)c1O	-16	-3	0.0	-7	-10	0.1	11	1.0	-7
O=[N+]([O-])c1cccc(OCCN2CCC(Cc3ccccc3)CC2)c1	24	-8	.	.	-2	3.3	14	.	.

Three entries from above, ordered by formula weight, high to low.
SMILES	M1 PAM parental	CHO-K1 Ca antag	V1R ag counter	OXTR potentiator	TAAR1 antag	CHO-K1 Ca ag	GPR7 antagonist	OXTR agonist	CHO parental Ca
O=C(c1ccc(NS(=O)(=O)c2ccc3[nH]c(=O)[nH]c3c2)cc1)N1CCN(c2ccccc2O)CC1	2	-4	2.0	-12	-12	0.1	.	0.1	6
O=[N+]([O-])c1cccc(OCCN2CCC(Cc3ccccc3)CC2)c1	24	-8	.	.	-2	3.3	14	.	.
COCc1c(CCl)cnc(C)c1O	-16	-3	0.0	-7	-10	0.1	11	1.0	-7

(cont.)
SMILES	M1 PAM parental	CHO-K1 Ca antag	V1R ag counter	OXTR potentiator	TAAR1 antag	CHO-K1 Ca ag	GPR7 antagonist	OXTR agonist	CHO parental Ca
CC1CCC(CN2C(Nc3ccccc3)=NC[C@@H]2C)CC1 (stereo partly drawn)	17	-13	1.3	4	-1	0.9	-5	0.6	-17
Nc1ccn(C(C=O)CC(C=O)CO)c(=O)n1 (stereo not drawn)	3	-2	.	.	-14	0.2	.	.	.
CCN(CC)S(=O)(=O)c1ccc(Nc2cc(C)nc3ncnn23)cc1	14	-2	0.4	-4	-10	0.4	-7	0.0	3
O=S(=O)(NC1c2cccc3cccc(c23)C1N1CCNCC1)c1ccccc1 (stereo not drawn)	-5	5	0.6	-15	6	0.1	5	0.7	-23
CCOC(=O)c1c[nH]c2c(Cl)ccc(Cl)c2c1=O	-2	20	6.8	-2	1	-0.4	-3	-2.0	-18
COc1cccc2c1C(=O)c1c(O)c3c(c(O)c1C2=O)CC(O)(C(C)=NNC(=O)c1ccc(Cl)c(Cl)c1)CC3OC1CC(N)C(O)C(C)O1 (stereo not drawn)	17	-8	.	.	7	7.8	.	.	.
CSc1nc(C)c(Oc2ccccc2)c(=O)n1C	17	-7	-1.6	-12	7	-0.2	-11	-2.0	-19
COc1cccc(CN2CCN(Cc3ccc4c(NC(C)=O)cccc4n3)CC2CCO)c1 (stereo not drawn)	18	-19	0.9	0	-30	0.8	-8	1.0	-6
CC(C)(C)c1cc(NC(=O)NN2CCOCC2)nn1-c1c(Cl)cc(Cl)cc1Cl	18	-10	-0.2	7	.	1.6	-7	1.0	-5
CC1(C)C(C=C(Cl)Cl)C1C(=O)N1CCN(Cc2ccccc2)CC1 (stereo not drawn)	13	-11	-0.6	-24	-20	1.4	-5	-2.1	-18
COc1cccc(NC(=O)CN(C)C(=O)CC2CCCC2)c1	17	-6	.	.	-18	2.1	.	.	.
COc1ccccc1NC(=O)Cn1cnc2c1c(=O)n(C)c(=O)n2C	8	-5	-0.2	-8	4	-0.1	4	-0.2	-4
CCOC(=O)c1c(C)n(C)c2ccc(OCC(O)CN3CCCCCC3)cc12 (stereo not drawn)	15	-2	-2.2	-2	14	-0.4	-6	-0.6	-12
COc1ccc(-c2nnc3n(CCc4ccccc4)c(=O)c4ccccc4n23)cc1OC	12	-8	1.3	-5	16	4.3	-8	1.2	-24
COc1ccc(C(=O)NC(=S)Nc2cccnc2)cc1Cl	-12	3	1.1	0	6	0.4	5	1.0	4
CSCC[C@H](NC(=O)C1CCC(CNC(=O)[C@@H]2CCCN2C(=O)OC(C)(C)C)CC1)C(=O)O (stereo partly drawn)	5	-4	.	.	0	0.3	-3	.	.
Cc1ccc(NC(=O)c2cccc3c2C(=O)N(C2CCCCC2)C3)c(Cl)c1	8	-15	0.0	-15	.	-0.1	-13	-2.0	-20
CCOc1ccc(S(=O)(=O)NCC(c2ccc3c(c2)OCO3)N2CCN(C)CC2)cc1 (stereo not drawn)	14	14	2.1	-14	-3	0.0	.	4.4	-28
N#C/C(=C\c1ccc(OC(=O)c2ccccn2)cc1)C(N)=O	21	-12	0.6	-2	-9	0.9	-8	1.5	-4
COc1ccccc1N1CCN(C(=O)c2oc3c(c2C)C(=O)CC(C)(C)C3)CC1	-26	28*	2.9	-13	75*	10.0	3	3.0	-16
COc1ccc(NC(=O)C2(C)Cc3c(-c4ccc(NC(C)=O)cc4)ccnc3O2)cc1 (stereo not drawn)	2	1	.	.	0	0.7	.	.	.
Cc1nc(N(C)C)ncc1C(=O)O	14	-4	1.2	-2	0	0.7	-15	1.8	-2
Cn1cc(C(=O)c2cccc(Cl)c2)cc1/C=N\O	22	-7	0.0	-1	-5	0.5	22*	-1.3	-17

This is a random part of the collection (roughly 3.5% active in at least one column).
